High-throughput results (PubChem BioAssay)
CRFR2-BP antag – blocks CRF-induced signaling of the CRF-BP/CRF-R2 complex | HEK293 CRF-R2/CRF-BP, CRF-induced calcium fluorescence | inhibition, % at 11.8 µM | actives 0.59% (n = 350,000) | AID 588475;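 active means inhibition of the ligand-induced calcium signal above about 50% at the single tested concentration, limit read from the data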
p-CIP stab down – compounds decreasing mouse p/CIP protein stability. F442A p/CIP-EGFP cells, EGFP fluorescence, 16 h. decrease of EGFP signal, % at 10 µM. actives 0.01% (n = 290,000). AID 1984;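 active means EGFP signal decrease of at least 30% at 10 µM or well 3 SD below plate mean, unless failing retest; inactive means the rest, including hits failing retest or dose response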; further: some compounds called inactive have numbers as strong as hits; many of its hits are not listed in these tables
Target sequence (Q05BA5 1-1403): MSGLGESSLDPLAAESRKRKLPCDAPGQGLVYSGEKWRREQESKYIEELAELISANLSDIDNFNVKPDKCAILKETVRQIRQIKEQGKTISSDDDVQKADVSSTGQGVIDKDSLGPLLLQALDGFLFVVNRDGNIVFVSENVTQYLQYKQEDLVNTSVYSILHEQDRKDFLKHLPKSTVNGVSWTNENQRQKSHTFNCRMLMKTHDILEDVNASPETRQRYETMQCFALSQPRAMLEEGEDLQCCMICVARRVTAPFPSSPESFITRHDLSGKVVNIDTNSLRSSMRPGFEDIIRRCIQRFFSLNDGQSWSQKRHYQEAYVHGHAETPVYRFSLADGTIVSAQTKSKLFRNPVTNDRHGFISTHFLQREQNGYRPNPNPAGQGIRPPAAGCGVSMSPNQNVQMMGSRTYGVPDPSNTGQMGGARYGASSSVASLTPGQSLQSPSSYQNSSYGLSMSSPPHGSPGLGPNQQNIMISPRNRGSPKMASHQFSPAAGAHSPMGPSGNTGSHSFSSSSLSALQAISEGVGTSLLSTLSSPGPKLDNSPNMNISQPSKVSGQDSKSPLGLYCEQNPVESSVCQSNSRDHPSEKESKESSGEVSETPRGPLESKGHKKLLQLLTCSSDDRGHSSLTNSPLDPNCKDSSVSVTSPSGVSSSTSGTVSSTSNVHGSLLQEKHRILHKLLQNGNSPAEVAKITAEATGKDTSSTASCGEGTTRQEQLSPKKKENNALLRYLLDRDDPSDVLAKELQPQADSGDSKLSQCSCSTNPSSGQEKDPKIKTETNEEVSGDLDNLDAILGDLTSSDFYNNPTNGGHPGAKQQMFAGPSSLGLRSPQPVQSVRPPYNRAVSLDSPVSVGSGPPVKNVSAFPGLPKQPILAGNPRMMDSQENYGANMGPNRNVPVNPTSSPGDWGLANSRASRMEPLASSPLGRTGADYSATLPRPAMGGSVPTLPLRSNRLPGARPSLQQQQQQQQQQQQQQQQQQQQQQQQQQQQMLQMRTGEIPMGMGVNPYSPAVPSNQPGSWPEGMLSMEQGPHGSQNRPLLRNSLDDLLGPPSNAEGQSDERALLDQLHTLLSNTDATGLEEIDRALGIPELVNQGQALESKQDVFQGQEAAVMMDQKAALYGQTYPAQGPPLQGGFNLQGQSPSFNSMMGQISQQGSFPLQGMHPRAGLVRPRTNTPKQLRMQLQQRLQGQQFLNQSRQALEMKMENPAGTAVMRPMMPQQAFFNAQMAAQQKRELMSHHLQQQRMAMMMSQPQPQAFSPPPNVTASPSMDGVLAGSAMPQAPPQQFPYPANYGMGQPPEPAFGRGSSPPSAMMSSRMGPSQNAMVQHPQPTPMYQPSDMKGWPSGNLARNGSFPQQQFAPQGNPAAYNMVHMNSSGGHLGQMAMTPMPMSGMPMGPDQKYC
IDE cell activ – activators of human insulin-degrading enzyme in cells; activation, % at 5.96 µM; actives 0.073% (n = 340,000); P14735; HEK cells, FAbeta-B cleavage, fluorescence polarization; 0% vehicle, 100% cell-free pure enzyme wells; AID 493087;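 active means activation above the mean of all tested compounds plus 3 SD, set per screening campaign, cut at about 17% in these data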
GalR3 antagonist – blocks the human galanin receptor 3; HEK293 GalR3-CNG cAMP membrane potential fluorescence; galR3 body fused to GalR1 C-terminus; inhibition, % at 3 µM; actives 0.44% (n = 360,000); O60755;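 active means inhibition above the screen-wide average plus 3 SD, cut at about 13% in these data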;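 further: forskolin and galanin both at EC90 stimulate the cells; cAMP rise reported by CNG channel membrane potential dye signal; 0% = forskolin plus galanin with DMSO and 100% = forskolin alone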
IMP-1 inh – blocks Pseudomonas aeruginosa IMP-1 metallo-beta-lactamase | purified IMP-1, nitrocefin hydrolysis, epi-absorbance fluorescence | inhibition, % at 5.6 µM | actives 0.45% (n = 290,000);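 active means inhibition above the mean plus 3 SD of all compounds in the same screening run, cut at about 4.5% in these data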;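 further: 0% = IMP-1 with DMSO and 100% = DMSO wells lacking enzyme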
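System: Purified IMP-1 | Read-out basis: Percent enzyme inhibition | Controls: IMP-1 with DMSO as 0%, enzyme-free DMSO as 100% | Replicates: One well per compound | Doses: 5.6 µM nominal single concentration | Detection: Epi-absorbance fluorescence, 480 nm excitation, 530 nm emission | Incubation: 25 °C, 15 min preincubation, 25 min reaction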
IDE cell inh – inhibits human insulin-degrading enzyme in HEK cells; inhibition, % at 5.59 µM; AID 434962; actives 0.41% (n = 320,000); FAbetaB cleavage, fluorescence polarization;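 active means percent inhibition above the average of all tested compounds plus 3 SD, set per screening campaign, cut at about 16% in these data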;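 further: IDE supplied by intact live HEK cells; FP after avidin binding of uncleaved biotin substrate so inhibition keeps polarization high; 0% = DMSO wells and 100% = 60 µM reference IDE inhibitor Ii1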
HCV NS3 hel inh – blocks Hepatitis C virus NS3 helicase unwinding; NS3 helicase DNA unwinding, Cy5 molecular beacon fluorescence; inhibition, % at 10.9 µM; actives 0.56% (n = 290,000); AID 1800;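 active means inhibition above the mean of all tested compounds plus 3 SD, set per campaign, cut at about 35% in these data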;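 further: 0% = DMSO wells and 100% = thioflavine S control wells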
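test system = hepatitis C virus NS3 helicase domain fragment enzyme | reagent = annealed dual-labelled DNA beacon duplex, ATP-started | times = 1 h at 25 °C | detection = Cy5 fluorescence, 0 and 60 min reads | read-out basis = percent inhibition from t60/t0 fluorescence ratio | control set = DMSO and thioflavine S | replication = one well per compound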
VIM-2 inh – blocks Pseudomonas aeruginosa VIM-2 metallo-beta-lactamase | purified VIM-2, nitrocefin hydrolysis, epi-absorbance fluorescence | inhibition, % at 5.6 µM | actives 0.89% (n = 290,000);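 active means inhibition above the mean of all tested compounds plus 3 SD, cutoff set per screening run, cut at about 7.5% in these data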;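 further: red hydrolysis product quenches plate fluorescence so inhibitors raise well fluorescence; 0% = enzyme with DMSO and 100% = DMSO without enzyme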
SUMO HTRF inh – SUMOylation inhibition. actives 0.36% (n = 290,000). P63279. inhibition, % at 35 µM. HTRF SUMOylation assay, SAE1/SAE2 + UBC9, in vitro. AID 2006; in the data active means inhibition above about 50%, passing the limit was not always enough; further: strong numbers were not always called active
The depositor's hits bear a star; . = not tested or not shown.

1	O=C(/C=C/c1cccs1)N1CCOCC1
2	Cc1cccc(OCC(=O)Nc2ccncc2)c1
3	COC(=O)c1c(NC(=O)Cc2cccs2)sc(C(=O)NC2CCCCC2)c1C
4	O=C(CSc1nc2ccccc2[nH]1)N1c2ccccc2Sc2ccccc21
5	O=C(C1CCN(S(=O)(=O)c2cccs2)CC1)N1CCCCC1
6	S=c1[nH]c(-c2ccccc2)cn1/N=C/c1cccc2ccccc12
7	O=C(c1ccccc1)N1CCN(CC#CC2(O)CCCCC2)CC1
8	CCN(CC)CCNc1cc(C)nc2c1C(=O)C(=O)C=C2N1CCCCC1

compound no.,1,2,3,4,5,6,7,8
CRFR2-BP antag,23,9,8,-12,5,16,14,-2
p-CIP stab down,-6,.,.,6,-13,2,11,8
IDE cell activ,0,4,0,-3,-1,-5,9,1
GalR3 antagonist,1,2,0,-1,1,-3,-10,-1
IMP-1 inh,-0.6,.,-2.7,-0.9,-2.0,-1.5,-2.0,-4.0
IDE cell inh,1,6,3,2,-4,5,-1,4
HCV NS3 hel inh,2,.,7,0,5,8,-2,20
VIM-2 inh,-4.6,.,-2.5,-3.1,-3.1,-3.5,-1.1,-1.8
SUMO HTRF inh,1,.,.,-18,3,8,-8,21

Full records as entered above. Values in the order: CRFR2-BP antag	p-CIP stab down	IDE cell activ	GalR3 antagonist	IMP-1 inh	IDE cell inh	HCV NS3 hel inh	VIM-2 inh	SUMO HTRF inh
`S=c1[nH]c(-c2ccccc2)cn1/N=C/c1cccc2ccccc12` reads 16	2	-5	-3	-1.5	5	8	-3.5	8
`O=C(/C=C/c1cccs1)N1CCOCC1` reads 23	-6	0	1	-0.6	1	2	-4.6	1

(listing goes on)
9	O=C(c1cccs1)N1CCN(c2cc(Cl)ccc2Cl)CC1
10	Cc1ccc(C(=O)N2CCN(C(=O)c3ccccc3)C2c2ccc(N(C)C)cc2)cc1 (stereo not given)
11	COCCNC(=O)c1ccc(N2CC3CC(C2)c2cccc(=O)n2C3)c(NC(=O)c2ccc(Br)o2)c1 (stereo not given)
12	C[C@H](NC(=O)c1nc[nH]c1C(=O)NCC(=O)OCc1ccccc1)C(=O)OCc1ccccc1
13	CCOC(=O)N/N=C/c1c(F)c(F)c(F)c(F)c1F
14	Cc1cccc(NC(=O)c2ccccc2NC(=O)Cc2ccccc2)c1C
15	CC(=O)CCC1C2C(O)C(C(C)C)C(OC(=O)/C=C/c3ccccc3)CC12C (stereo not given)
16	CC1(C)CC(OC(=O)c2ccco2)CC(C)(C)N1O

compound no.,9,10,11,12,13,14,15,16
CRFR2-BP antag,-9,6,2,8,0,0,-14,24
p-CIP stab down,-7,-12,4,-6,-7,-8,-1,-10
IDE cell activ,1,3,5,1,2,8,7,4
GalR3 antagonist,-3,-3,-8,-2,3,-3,-3,0
IMP-1 inh,-2.8,0.3,-1.6,-1.2,0.3,-1.4,.,-2.2
IDE cell inh,1,0,0,4,-2,-1,2,-2
HCV NS3 hel inh,4,10,6,-20,10,3,.,-2
VIM-2 inh,0.6,-1.1,-1.2,-3.9,0.2,0.4,.,-1.9
SUMO HTRF inh,10,11,7,-8,-5,18,2,15

17	Cc1ccc(C(=O)N(CCN2CCCCC2)CC2CCCN(C3CCCC3)C2)s1 (stereo not given)
18	CC(CCc1ccccc1)NC(=O)CCNS(=O)(=O)c1ccccc1C(F)(F)F (stereo not given)
19	CCOC(=O)CN1CC23C=CC(O2)C(C(=O)NCc2cccs2)C3C1=O (stereo not given)
20	O=C(Cc1cccc(Cl)c1)Nc1ccc(Br)cc1
21	CCn1c(=N)c(C(=O)NC)cc2c(=O)n3cccc(C)c3nc21
22	CCn1c2ccccc2c2cc(NC(=O)CSc3nnc(-c4ccc(OC)c(OC)c4)n3N)ccc21
23	C#CCOCCOCCOCCNc1nc(N2CCN(C(=O)[C@H]([C@@H](C)O)n3cc(CCCCN)nn3)CC2)nc(N2CCN(C(=O)[C@H]([C@@H](C)CC)n3cc(CCCN=C(N)N)nn3)CC2)n1
24	CC1(C)C(=O)OC(c2cccs2)C(C)(C)C1=O (stereo not given)

compound no.,17,18,19,20,21,22,23,24
CRFR2-BP antag,3,-5,8,7,5,-2,8,7
p-CIP stab down,6,.,2,-7,-8,-12,1,-9
IDE cell activ,-6,-2,-1,0,3,4,-2,3
GalR3 antagonist,-1,-2,-6,-5,-3,-5,-6,-6
IMP-1 inh,-1.0,.,-4.7,-3.0,.,-2.9,-1.5,-1.9
IDE cell inh,.,-1,1,3,.,3,4,12
HCV NS3 hel inh,-14,.,-3,-4,.,-15,-87,0
VIM-2 inh,-2.9,.,-2.6,-2.6,.,-3.8,-2.8,-0.7
SUMO HTRF inh,3,.,0,11,20,-8,-28,4

Three records picked at random from those above, as already listed:
20	O=C(Cc1cccc(Cl)c1)Nc1ccc(Br)cc1
19	CCOC(=O)CN1CC23C=CC(O2)C(C(=O)NCc2cccs2)C3C1=O (stereo not given)
18	CC(CCc1ccccc1)NC(=O)CCNS(=O)(=O)c1ccccc1C(F)(F)F (stereo not given)

compound no.,20,19,18
CRFR2-BP antag,7,8,-5
p-CIP stab down,-7,2,.
IDE cell activ,0,-1,-2
GalR3 antagonist,-5,-6,-2
IMP-1 inh,-3.0,-4.7,.
IDE cell inh,3,1,-1
HCV NS3 hel inh,-4,-3,.
VIM-2 inh,-2.6,-2.6,.
SUMO HTRF inh,11,0,.

The results go on:
25	O=S(=O)(NCCN1CCOCC1)c1ccc(Cl)c(Cl)c1
26	COc1cc(CN2CCN(Cc3c[nH]c4ccccc34)CC2CCO)cc(OC)c1 (stereo not given)
27	CC1CCN(S(=O)(=O)c2ccc3c(c2)N(C)C(=O)CC(=O)N3C)CC1
28	CC1CCCCN1C(=O)Cn1c(=O)oc2cc(S(=O)(=O)N3CCCCC3)ccc21 (stereo not given)
29	Cc1cc(OC(C)C(=O)N2CCN(c3ccc(F)cc3)CC2)c2c(C)cc(=O)oc2c1 (stereo not given)
30	C=CCSc1nc2sc3c(c2c(=O)[nH]1)CC(C)(CC)OC3 (stereo not given)
31	CC1(C)CC(=O)C2=C(C1)Nc1ccccc1N=C2
32	COc1ccccc1N1CCN(CC(=O)c2c(C)[nH]c3ccccc23)CC1

compound no.,25,26,27,28,29,30,31,32
CRFR2-BP antag,-2,-14,3,1,1,-8,.,9
p-CIP stab down,-5,9,-14,5,-9,2,-8,-6
IDE cell activ,6,-1,-2,5,1,1,.,-1
GalR3 antagonist,-12,-12,1,-8,-3,-8,.,-6
IMP-1 inh,-1.9,-0.1,-4.0,-3.3,-0.5,-3.0,-1.9,1.0
IDE cell inh,-3,.,2,-4,1,-3,2,-1
HCV NS3 hel inh,-8,-18,0,6,6,-2,22,-8
VIM-2 inh,-0.7,0.2,-1.5,-1.9,-1.4,2.9,-0.8,-2.6
SUMO HTRF inh,-11,-3,13,5,4,5,26,15

33	CCC(C(=O)Nc1ccsc1C(=O)OC)c1ccccc1 (stereo not given)
34	Cc1cc(C(=O)N2CCC(Cc3ccccc3)CC2)ccc1[N+](=O)[O-]
35	COc1ccc(OCC(O)CN2CCN(c3ccccc3)CC2)cc1 (stereo not given)
36	CC1(C)Cc2c(cnn2-c2ccccc2)C(=O)/C1=N\NC(=O)c1ccncc1
37	CCN1C(=O)N[C@@H](CCc2ccccc2)[C@@H](C(=O)OC)[C@H]1C
38	O=C(c1ccco1)N1CCN(C(c2ccccc2F)c2nnnn2CC2CCCO2)CC1 (stereo not given)
39	O=C(CSc1nnc(-c2ccccc2O)o1)Oc1ccc(OCc2ccccc2)cc1
40	Cc1cc(N2CCOCC2)nc(SCC(=O)c2ccccc2)n1

compound no.,33,34,35,36,37,38,39,40
CRFR2-BP antag,26,-2,15,7,1,-3,-22,-10
p-CIP stab down,-9,-16,-5,.,-5,6,5,-9
IDE cell activ,8,0,-4,4,2,1,8,-4
GalR3 antagonist,-2,-5,-4,-1,-3,-2,-5,1
IMP-1 inh,-3.2,-2.5,-4.2,-0.3,.,-2.3,-2.3,-2.1
IDE cell inh,-1,-2,1,-3,-2,0,2,7
HCV NS3 hel inh,-3,-6,7,0,.,7,6,-4
VIM-2 inh,-1.8,-3.6,-4.5,-3.0,.,-0.9,-2.1,-2.5
SUMO HTRF inh,-9,-15,-3,.,4,-14,27,28

41	COc1ccc(N(C(=O)c2cnccn2)C(C(=O)NC2CCCCC2)c2ccccc2)cc1 (stereo not given)
42	O=[N+]([O-])c1ccc(/C=N/Nc2ccnc3cc(Cl)ccc23)o1
43	Cc1onc(-c2ccccc2)c1C1=N/C(=C\c2ccccc2F)C(=O)O1
44	Cc1ccc(-c2nc3ncccc3o2)cc1NC(=O)COc1ccccc1
45	COCCNC(=O)c1ccccc1NC(=O)CSc1ccc(C)cc1
46	Cc1ccc2nc(SCC(=O)NCc3ccco3)c(C#N)cc2c1
47	Cc1ccccc1C(=O)N=c1ccn(-c2nc3ccccc3nc2NS(=O)(=O)c2ccc(F)cc2)cc1
48	COc1ccc(-c2[nH]nc3c2C(c2ccoc2)C(C#N)=C(N)O3)cc1 (stereo not given)

compound no.,41,42,43,44,45,46,47,48
CRFR2-BP antag,4,-8,-4,-3,13,-7,-26,-12
p-CIP stab down,-1,-10,8,-12,-11,1,-14,1
IDE cell activ,0,-4,0,-1,0,0,6,3
GalR3 antagonist,-7,-9,-6,-9,-3,-4,-10,4
IMP-1 inh,1.6,-4.8,-2.7,-2.2,-2.3,-2.2,-2.9,-1.8
IDE cell inh,-2,1,6,-7,8,-3,-1,1
HCV NS3 hel inh,14,21,-5,0,4,3,6,-3
VIM-2 inh,-0.9,-1.4,-2.7,-1.1,-3.0,-1.6,-1.9,-0.4
SUMO HTRF inh,-7,6,-6,-1,19,-2,20,-37

49	C/C(=N\NS(=O)(=O)c1ccc(Br)cc1)c1ccncc1
50	CCOc1ncccc1C(=O)Nc1cccc(C(=O)Nc2cccc(S(=O)(=O)CCO)c2)c1
51	COc1ccc(S(=O)(=O)N2CCN(c3ccccn3)CC2)c(OC)c1
52	O=C(c1cc2cc(F)ccc2[nH]1)N1CCN(C(=O)c2ccco2)CC1

compound no.,49,50,51,52
CRFR2-BP antag,-1,-8,1,-14
p-CIP stab down,-19,4,0,-5
IDE cell activ,4,0,7,-2
GalR3 antagonist,0,-3,2,-8
IMP-1 inh,-1.3,-0.4,-3.8,-5.0
IDE cell inh,1,7,2,7
HCV NS3 hel inh,25,-7,-3,-5
VIM-2 inh,-1.7,1.0,-2.3,-5.5
SUMO HTRF inh,-2,12,6,15
